# Screens (PubChem BioAssay)
# PI5P4K alpha inh – blocks human PI5P4K alpha kinase activity; 330,000 compounds, 1.2% hits; AID 652105; PI5P4Kalpha enzyme, ADP-Glo luminescence, 60 min; active compounds read low; max response, %; P48426; active = max response of -50% or lower; inconclusive = between -30% and -50%; inactive = -30% or higher; also: value at the top dose of about 77 µM; % is scaled to controls: 0 for no effect and ±100 for the full control effect
#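 Single end-point luminescence (ADP-Glo) quantified ADP from PI5P4Kalpha turnover; ATP 5 microM final, 1 h at RT, 0.1% CHAPS and 0.28 mM EGTA in HEPES pH 7.4.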
# EPAC1 antagonist – antagonists of human EPAC1; 360,000 compounds, 0.14% hits; EPAC1 GEF assay, Rap1b-BODIPY-GDP exchange fluorescence; Potency, µM (doses to about 115 µM), inactives show at the top dose activity change, negative = inhibition, usual class: inhibitors;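 also: potency is read from the fitted curve at half-maximal effect; plate controls were vehicle for no effect and positive control for full effect; nearly all actives have a fitted effect of over 50% in size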
# Target sequence (O95398 whole entry, looked up): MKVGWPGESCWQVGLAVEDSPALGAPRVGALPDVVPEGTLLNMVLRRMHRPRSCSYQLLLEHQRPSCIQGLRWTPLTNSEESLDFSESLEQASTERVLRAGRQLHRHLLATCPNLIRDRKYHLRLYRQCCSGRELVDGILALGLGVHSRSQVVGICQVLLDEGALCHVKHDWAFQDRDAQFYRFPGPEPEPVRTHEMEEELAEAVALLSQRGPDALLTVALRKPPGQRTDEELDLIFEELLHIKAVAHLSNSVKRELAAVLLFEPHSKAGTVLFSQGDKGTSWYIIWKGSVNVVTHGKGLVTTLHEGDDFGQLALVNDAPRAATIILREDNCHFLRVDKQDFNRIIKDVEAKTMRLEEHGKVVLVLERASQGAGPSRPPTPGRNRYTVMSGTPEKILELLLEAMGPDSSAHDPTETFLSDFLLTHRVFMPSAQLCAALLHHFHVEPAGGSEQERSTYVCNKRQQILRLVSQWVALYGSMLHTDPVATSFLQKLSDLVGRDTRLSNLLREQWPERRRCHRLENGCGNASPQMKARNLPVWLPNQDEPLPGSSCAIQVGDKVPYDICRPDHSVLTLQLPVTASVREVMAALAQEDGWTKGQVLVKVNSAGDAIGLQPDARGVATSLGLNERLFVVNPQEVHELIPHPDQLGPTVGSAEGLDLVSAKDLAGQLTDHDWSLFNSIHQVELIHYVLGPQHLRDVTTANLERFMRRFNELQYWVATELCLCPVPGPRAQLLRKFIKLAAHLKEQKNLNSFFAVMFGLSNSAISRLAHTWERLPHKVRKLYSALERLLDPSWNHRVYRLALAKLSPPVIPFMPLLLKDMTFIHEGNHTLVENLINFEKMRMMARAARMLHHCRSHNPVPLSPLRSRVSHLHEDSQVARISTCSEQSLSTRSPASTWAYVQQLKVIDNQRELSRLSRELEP
# GLP-1R inv ag – GLP-1 receptor (human) inverse agonism; Potency, µM (top dose mostly 38.3 µM), inactives show at the highest dose activity change, negative = inhibition, hits mostly inhibitors; HEK293 GLP-1R CRE-luciferase, luminescence, 24 h; GLP-1R form is constitutively active; 410,000 compounds, 1.6% hits; also: potency is read from the fitted curve at half-maximal effect; % is scaled to controls: 0 for no effect and ±100 for the full control effect; nearly all actives have a fitted effect of over 55% in size
#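 qHTS in 1536-well format: reporter HEK293 cells expressing constitutive GLP-1R activity in DMEM + 10% Nu serum, 24 hr with compounds at 37 deg C, luminescence read after 12 min with detection reagent.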
# PLK1 PBD inh – PLK1 (human) polo-box domain binding inhibition | Plk1 PBD binding of FITC phosphopeptide, fluorescence polarization | 360,000 compounds, 2.8% hits | P53350 | Potency, µM, for the others: max response, negative = inhibition, hits mostly inhibitors | AID 720504; also: potency is read from the fitted curve at half-maximal effect; series mostly up to about 57 µM; % is scaled to controls: 0 for no effect and ±100 for the full control effect; nearly all actives have a fitted effect of over 65% in size
# PTHR1 ag – activates the human parathyroid hormone receptor PTHR1; Q03431; HEK293 GP2 PTHR1 cells, GloSensor cAMP luminescence, 1 h; Potency, µM (highest dose often 115 µM), without a hit: at the top dose activation, most hits filed as activators; 410,000 compounds, 0.075% hits; also: potency is read from the fitted curve at half-maximal effect; nearly all actives have a fitted effect of over 55% in size; some results filed as inactive show a strong effect at the top dose; inactives centre near -15; many of its hits are not listed in these tables
#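 HEK-293-derived GP2 cells expressing PTHR1 and a GloSensor cAMP reporter, 3,000/well, plated overnight, given luciferin plus IBMX (each 0.5 mM as added) for 1 h at 37 °C, then compound for 1 h at 37 °C. Luminescence was read after 15 min at room temperature.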
# IL-2 act – activates IL-2 in a cell-based reporter assay. 360,000 compounds, 0.065% hits. activation, % (series mostly up to about 46 µM). IL-2 activation reporter assay, cell-based qHTS; stimulated with anti-CD3/CD4/CD28 beads; in transgenic mouse T cells; in the data active = activation above about 50%; inconclusive = mostly about 30% to 49%; also: 0% is about no effect
#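 First, unstimulated transgenic mouse T cells were exposed to compound for 60 min. Next, anti-CD3/anti-CD4-coated beads with anti-CD28 were added. Finally, after 18 h at 37 degrees C, EGFP and DsRed were imaged.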
# GLP1R ag – GLP-1 receptor (human) agonism | Potency, µM (highest dose often 45.6 µM), without a hit: at the top dose activation, usual class: activators | HEK293 GLP-1R CRE-luciferase, luminescence, 4-6 h; cells express a hypersensitive GLP-1R form | P43220 | 380,000 compounds, 0.007% hits; also: potency is read from the fitted curve at half-maximal effect; % of control where 0% means no effect
# EPAC1 agonist – agonists of human EPAC1 | EPAC1 agonist qHTS, biochemical assay; response scale: 100% = response to 6.5 mM cAMP | Potency, µM (titrated, usually from 154 µM), for inactives: at the top dose activation, hits mostly activators | 360,000 compounds, 0.073% hits | AID 720707; also: potency is read from the fitted curve at half-maximal effect; nearly all actives have a fitted effect of over 60% in size
#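 Multi-concentration qHTS readout: loss of Rap1B-bound BODIPY-GDP fluorescence driven by 100 nM EPAC1 with excess GDP (50 uM), monitored kinetically at room temperature; agonist response expressed relative to 6.5 mM cAMP.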
# GLP1R cytotox – cytotoxicity counter-screen for GLP-1 receptor inverse agonists; HEK293 cAMP-luciferase reporter cells, luminescence, 24 h; Potency, µM (doses to about 38.3 µM), for the others: at the highest dose activity change, negative = inhibition, usual class: inhibitors; 410,000 compounds, 0.13% hits; AID 624418;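 also: loss of luciferase light is scored as toxicity; potency is read from the fitted curve at half-maximal effect; % is scaled to controls: 0 for no effect and ±100 for the full control effect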
#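 Step one: seed cells (200 cells/uL, DMEM with 10% Nu serum, 1% pen-strep). Step two: 12-hour incubation at 37 deg C. Step three: pin 23 nL compound, incubate 24 hr. Step four: add luciferase reagent, read luminescence 12 min later.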
# The depositor's hits bear a star; i = inactive; ? = inconclusive; . = no result given; & = joins results of further samples; [ ] = another dose, or the depositor's remark. Unless noted, calls follow the shape of the dose curve; as a rule, active = well fitted curve in the direction sought with a large enough effect; inconclusive = small, poorly fitted or top-dose-only effect, or another doubt; inactive = no such curve, though single readings can be large; an effect the other way counts as inactive or inconclusive. An excerpt; the hit share may differ from the screen's.
Structure,PI5P4K alpha inh,EPAC1 antagonist,GLP-1R inv ag,PLK1 PBD inh,PTHR1 ag,IL-2 act,GLP1R ag,EPAC1 agonist,GLP1R cytotox
O=C(Cn1ncc2c(=O)oc3ccccc3c21)NCCC1=CCCCC1,4,-7%,-9%,-4%,i,1.2,-3%,-9%,-5%
COc1ccc(C2CC(c3cccs3)=NN2C(=O)CSc2nc(=O)n3cc(C)ccc3n2)cc1 (configuration not stated),-6,-5%,35%[activator],-1%,-19%,0.3,0%,-8%,3%
Cc1ccc(C(=O)NCCc2csc(C)n2)cc1,6,-6%,-1%,6%,i,0.6,0%,-11%,3%
CCc1c(C)c2c(C)[nH]nc2oc1=O,-2,3%,42%[activator],0%,4%[57.5 µM],-0.8,6%,-9%,0%
Cc1cc(C(F)(F)F)nc(CCNCc2c(C(=O)N3CCCC3)nc3ccccn23)n1,1,14%,6%,-1%,-30%[inhibitor],0.1,4%,-3%,-5%
CCOC(=O)CC1COCCN1C(=O)CCc1nnc(-c2ccsc2)o1 (configuration not stated),0,17%,10%,-2%,i,-2.1,3%,4%,4%
Cc1ncc2c(n1)-c1cc(F)ccc1SC2,-1,-2%,19%,-3%,i,1.9,21%,1%,6%
COc1cccc(/C=C2\SC(=S)N(C(Cc3ccccc3)C(=O)O)C2=O)c1 (configuration not stated),1,?,?,34µM*,i,0.7,-2%,-10%,-17%
COc1ccccc1CNC(=O)CSc1nn2c(=O)c(C(C)(C)C)nnc2s1,1,-14%,?,-6%,-36%[inhibitor],-0.6,-7%,-3%,8%
Cc1csc(NC(=O)c2cccc([N+](=O)[O-])c2C(=O)O)n1,-3,?,-1%,-11%,i,0.6,-6%,3%,3%
CN(C(=O)c1ccc(S(=O)(=O)N2CCOCC2)cc1)C1CCS(=O)(=O)C1 (configuration not stated),1,-7%,11%,-4%,-5%,2.2,-13%,3%,4%
O=c1cc(N2CCOCC2)[nH]c(=O)n1-c1ccc(Cl)cc1,-3,-12%,20%,-11%,-22%,-1.2,-7%,-1%,?
CCOC(=O)C(=CNc1cc(C)ccc1-n1cccc1)C(=O)OCC,4,2%,-9%,-14%,i,-5.1,5%,6%,16%
CCCc1[nH]nc2c1C(c1ccc(OCCN3CCOCC3)c(OC)c1)C(C#N)=C(N)O2 (configuration not stated),0,6%,-12%,-16%,i,-0.7,-11%,3%,-16%
Cc1cccc(N2CCN(C(=O)CS(=O)(=O)Cc3nc(-c4ccccc4F)oc3C)CC2C)c1 (configuration not stated),-2,-9%,?,-4%,-36%[inhibitor],-1.1,-6%,3%,0%
Cn1c(=O)[nH]c2c(cnn2C)c1=O,-13,-8%,7%,0%,i,-0.2,-4%,-4%,25%
Cc1ncc(N=Nc2ccc(F)cc2)c(-c2ccc(Cl)cc2)n1,12,0%,1%,-4%,i,-0.4,-8%,4%,-2%
Nc1ncnc2c1ncn2[C@@H]1O[C@H](C(=O)N[C@H]2c3ccccc3C[C@H]2O)[C@@H](O)[C@H]1O,4,-19%,14%,-18%,23%,-0.8,9%,-9%,-4%
Cc1ccc(NC2=NC(c3ccc(C)cc3)n3c(nc(C)cc3=O)N2)cc1 (configuration not stated),.,7%,1%,-4%,-1%[57.5 µM],-1.3,-8%,-5%,-8%
CC(=O)Nc1ccc(NC(=O)Cn2c(=O)n(-c3ccc(C)cc3)c(=O)c3oc4ccccc4c32)cc1,4,?,11%,0%,i,-0.5,8%,2%,3%
COc1cccc(OC)c1-c1cnc(NC(C)=O)cn1,1,-5%,10%,-8%,-25%,1.2,-5%,12%,-9%
Cc1c(C(=O)Nc2ccc(S(=O)(=O)N(C)C3CCN(C)CC3)cc2)oc2c(Cl)cccc12,6,-7%,?,-3%,i,-1.4,-27%,?,?
CC1(C)CC2(CCO1)OC(=O)CC2C(=O)NCCc1ccccc1 (configuration not stated),.,14%,0%,-1%,-21%,0.1,-3%,1%,-6%
CON(c1nc(Cl)nc(N(C)C)n1)S(=O)(=O)c1ccc(C)cc1,-8,-17%,-21%,27µM*,-6%,-0.5,27%,10%,-27%
Cc1ccc(C(=O)NCc2ccco2)o1,-7,-6%,2%,-10%,i,-0.5,1%,-2%,0%
C/C(O)=C/c1nc2ccccc2[nH]c1=O,1,-8%,31%[activator],-11%,3%,0.1,-19%,5%,-3%
CC1(C)Cc2ccccc2C(NNC(=O)c2ccccn2)=N1,3,-11%,?,-5%,i,-0.5,-18%,1%,?
CCC(C)(C)C1CCC2(CC1)NC(=O)N(CC(=O)NC(C)CCc1ccccc1)C2=O (configuration not stated),-5,19%,3.5µM*,-7%,i,0.3,6%,-2%,14%
COc1cc(-c2cc(NC(C)=O)c3ncc(-c4ccc(C(C)=O)cc4)n3c2)cc(OC)c1OC,-1,-27%,?,?,-10%,-0.8,5%,1%,-21%
O=C1Nc2ccc(F)cc2C12OCCO2,-8,21%,21%,-6%,?,0.0,3%,-3%,-8%
Cc1cccc([C@@H]2[C@@H]3C(=O)N(Cc4ccccc4)C(=O)[C@@H]3[C@]3(C)C(=O)N(c4cccc(F)c4)C(=O)N23)c1,-1,-10%,?,-4%,i,0.6,-5%,3%,-8%
CSc1nc2ccccc2c(=O)n1C1CCCCC1,13,9%,?,5%,-2%,-0.1,17%,9%,29%
Cc1cnc(CN(C)Cc2nc(Cc3cccc(C(F)(F)F)c3)no2)[nH]1,-1,14%,-28%,-12%,i,-4.8,10%,5%,0%
O=C(CSc1nnc(C2CC2)n1-c1ccccc1)NCCc1ccc(F)cc1,1,11%,?,-12%,-3%,-1.5,9%,-6%,-2%
Cc1ccccc1C(=O)NC(C(N)=O)P(=O)(OC(C)C)OC(C)C (configuration not stated),6,6%,-27%,1%,i,-0.5,0%,1%,-5%
Cn1c(=O)c2c(nc(NCCOc3ccc(C(C)(C)C)cc3)n2C)n(C)c1=O,-4,3%,2%,-1%,-22%,-1.6,-4%,3%,-9%
O=c1c2[nH]c3ccc(F)cc3c2ncn1CCC1=CCCCC1,-4,-12%,32%,2%,i,2.6,-3%,0%,-5%
COc1ccc(NC(=S)NC(=O)c2cncc(Br)c2)c(OC)c1,-10,5%,16%,1%,-11%,-2.4,3%,-3%,12%
O=C(O)COc1cccc(/C=C2/SC(=S)N(Cc3ccccc3)C2=O)c1,-1,?,?,24µM*,0%,3.3,0%,2%,-4%
CN1CCC(CNC(=O)Nc2ccccc2)(c2ccccc2)CC1,-2,-3%,-15%,2%,i,-0.4,-3%,-7%,-7%

# Whole records from above:
# `Cc1ncc(N=Nc2ccc(F)cc2)c(-c2ccc(Cl)cc2)n1` is listed as PI5P4K alpha inh: 12; EPAC1 antagonist: 0%; GLP-1R inv ag: 1%; PLK1 PBD inh: -4%; PTHR1 ag: i; IL-2 act: -0.4; GLP1R ag: -8%; EPAC1 agonist: 4%; GLP1R cytotox: -2%
# `CCCc1[nH]nc2c1C(c1ccc(OCCN3CCOCC3)c(OC)c1)C(C#N)=C(N)O2` (configuration not stated) is listed as PI5P4K alpha inh: 0; EPAC1 antagonist: 6%; GLP-1R inv ag: -12%; PLK1 PBD inh: -16%; PTHR1 ag: i; IL-2 act: -0.7; GLP1R ag: -11%; EPAC1 agonist: 3%; GLP1R cytotox: -16%

# Next results:
Structure,PI5P4K alpha inh,EPAC1 antagonist,GLP-1R inv ag,PLK1 PBD inh,PTHR1 ag,IL-2 act,GLP1R ag,EPAC1 agonist,GLP1R cytotox
O=C(O)/C(=C\c1ccccc1Cl)c1ccc(S(=O)(=O)N2CCCCC2)s1,-27,-18%,-31%,-12%,i,0.2,-6%,-13%,7%
O=C(NCc1ccc2c(c1)OCO2)C1CCN(C(=O)Nc2ccc(Cl)cc2)CC1,.,10%,1%,-2%,i,-2.1,-5%,6%,-1%
Cc1cc(NC(=O)C2CC2)ncc1NC(=O)C12CC3CC(CC(C3)C1)C2,-1,11%,-18%,1%,i,-1.5,2%,-6%,-10%
CCN(c1ccccc1)S(=O)(=O)c1ccc(C(=O)Nc2c(C)n(C)n(-c3ccccc3)c2=O)cc1,-8,-22%,-33%,-17%,-9%,-0.7,9%,0%,-14%
CCC(NC(=O)c1ccccc1NC(=O)c1ccccc1)C(=O)OC (configuration not stated),-8,-1%,19%,-12%,i,-0.8,-7%,-8%,5%
Cc1csc(SCCN2C(=O)c3ccccc3C2=O)n1,.,14%,8%,-2%,-24%[57.5 µM],-1.2,-10%,-2%,8%
O=C(COC(=O)/C=C/c1cccc(Cl)c1)Nc1cccc(S(=O)(=O)NC2=NCCC2)c1,4,?,-3%,-12%,-14%,0.5,0%,9%,-14%
COC(=O)[C@]1(C)N[C@H](CN(C)S(=O)(=O)c2ccc(-c3ccccc3)cc2)[C@@H]2C(=O)N(C)C(=O)[C@@H]21,1,5%,4%,-4%,i,0.9,6%,-11%,-4%
C=CCN(CC=C)S(=O)(=O)c1ccc(NC(=S)NC(=O)c2ccc(-c3ccccc3)cc2)cc1,4,8%,-2%,-13%,-14%,0.0,-8%,7%,-10%
CC(=O)N1N=C(c2cccc(NS(=O)(=O)c3ccc(C)cc3)c2)CC1c1ccco1 (configuration not stated),-3,?,-28%,-4%,-28%,-1.5,3%,11%,-11%
CCOC(=O)C(C)OC(=O)C1=C(C)NC(=O)NC1c1ccc2c(c1)OCO2 (configuration not stated),4,10%,10%,0%,-23%,0.2,-1%,5%,-6%
CC(C)(C)c1cc(C(=O)N/N=C/c2ccccn2)n[nH]1,0,-22%,2%,0%,i,0.6,-5%,6%,-19%
O=C(Nc1ccc2c(c1)OCO2)c1csc([C@@H]2O[C@H](CO)[C@H](O)[C@H](O)[C@H]2O)n1,7,-4%,10%,-2%,0%,-0.2,0%,14%,3%
Cc1nnc(N2CCCC(C(=O)Nc3cc(F)ccc3F)C2)c2nn(-c3ccccc3)c(C)c12 (configuration not stated),0,-1%,-14%&31%,4%,17%,-0.8,5%,8%,?
Cc1ccc(-c2n[nH]c(=S)n2/N=C/c2ccc(C)s2)cc1,-7,3%,28%,-17%,-13%[57.5 µM],-0.6,0%,-4%,4%
